C diff HTS: blocks growth of Clostridium difficile; Clostridium difficile clinical isolate growth, OD600, 24 h; stronger effect = lower value; growth activity, negative = inhibition, % at 16 µg/mL (by protocol); actives 0.25% (n = 86,000);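 active means mean growth activity at or below -80% and every replicate also at or below -80%; inconclusive means mean at or below -80% but some replicate above -80%; inactive means mean growth activity above -80%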;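 further: 0% = DMSO wells and -100% = levofloxacin 16 µg/mL wells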
Pf Dd2 inh: inhibitors of Plasmodium falciparum Dd2 growth | activity change, % at 10 µM | actives 2.3% (n = 94,000) | P. falciparum Dd2 growth, SYBR Green, 72 h; stronger effect = lower value; in the data active means activity change below about -80%; inconclusive means no clear call, values can overlap the other calls
Tcruzi prolif: T. cruzi proliferation inhibition | inhibition, % at 8.34 µM | T. cruzi beta-gal in NIH3T3, GalScreen luminescence, 90 h | actives 5.9% (n = 77,000);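 active means mean inhibition above about 93%, with at least 55% of replicates each passing it, limit read from the data, passing the limit was not always enough; inconclusive means only one of those two conditions holds; inactive means neither condition holds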
KDM4C inh: inhibitors of human demethylase GASC-1 KDM4C; actives 0.15% (n = 96,000); inhibition, % at 12.5 µM; GST-KDM4C 2-372, H3K9me3 peptide, LANCE TR-FRET; Q9H3R0;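 active means mean replicate inhibition above about 25%, with at least 55% of replicates also reaching it, limit read from the data, passing the limit was not always enough; inconclusive means only one of those two conditions met; inactive means neither condition met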
Target sequence (Q9H3R0 2-372 limits assumed): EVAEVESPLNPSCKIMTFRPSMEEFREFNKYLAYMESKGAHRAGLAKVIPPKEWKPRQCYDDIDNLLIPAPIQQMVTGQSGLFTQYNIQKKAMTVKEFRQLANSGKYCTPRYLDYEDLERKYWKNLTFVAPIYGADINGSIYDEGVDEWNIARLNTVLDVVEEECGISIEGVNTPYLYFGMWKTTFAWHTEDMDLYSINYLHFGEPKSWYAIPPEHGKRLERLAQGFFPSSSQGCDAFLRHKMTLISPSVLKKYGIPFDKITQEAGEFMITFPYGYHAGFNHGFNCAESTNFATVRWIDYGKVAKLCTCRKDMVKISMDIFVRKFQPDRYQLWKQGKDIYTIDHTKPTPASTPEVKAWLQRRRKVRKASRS
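System: N-terminal GST-fused human GASC-1 (KDM4C) fragment, residues 2-372; amount: enzyme final amount 10 nM; incubation: reaction 30 min RT, detection step 1 h RT; medium: HEPES buffer, pH 7.5, plus ascorbate; technique: LANCE TR-FRET, Eu antibody, ULight-streptavidin, EDTA, ex 340 nm, em 618/671 nm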
Active calls of the source: *; ? = inconclusive; / = no result given; & = joins results of further samples.

SMILES	C diff HTS	Pf Dd2 inh	Tcruzi prolif	KDM4C inh
Cc1noc(C)c1NC(=O)Nc1cccc2c1O[C@H](CN(C)Cc1ccc(C(=O)Nc3ccccc3N)cc1)[C@H](C)CN([C@@H](C)CO)C2=O	5	-65	/	-0.6
C[C@@H]1CN([C@H](C)CO)C(=O)c2cccc(NS(=O)(=O)c3ccc(F)cc3)c2O[C@@H]1CN(C)S(=O)(=O)c1cn(C)cn1	/	4	1	0.0
Cc1ccc(S(=O)(=O)Nc2ccc3c(c2)C(=O)N([C@H](C)CO)C[C@@H](C)[C@H](CN(C)S(=O)(=O)c2c(C)noc2C)OCCCC[C@@H](C)O3)cc1	-10	-47	?	-0.3
COc1ccc(C[C@H]2CCc3cnnn3COC[C@@H](Cc3ccccc3)NC2=O)cc1	-9	/	/	-0.5
Cc1ccc(S(=O)(=O)N(C)C[C@H]2Oc3c(NC(=O)Nc4ccccc4)cccc3C(=O)N([C@@H](C)CO)C[C@@H]2C)cc1	-4	-16	43	-2.0
O=C(C[C@@H]1CC[C@@H]2[C@H](COC[C@H](O)CN2C(=O)Cc2ccccc2)O1)NC1Cc2ccccc2C1	0&-1	0	31	0.2
CO[C@@H]1CN(C)C(=O)c2ccc(NS(C)(=O)=O)cc2OC[C@H](C)N(CC2CCOCC2)C[C@@H]1C	/	11	9	1.3
COC(=O)C[C@@H]1C=C[C@@H](NC(=O)c2ccccc2)[C@H](CO)O1	/	2	-29	-0.3
O=C(C1CCCC1)N1CCCCN2[C@H](CO)[C@H](c3ccc(C#CC4CC4)cc3)[C@@H]2C1	-15	-8	120*	/
CN1C(=O)c2cc(NC(=O)C3CC3)ccc2OC[C@@H]2O[C@H](CC(=O)NCc3ccccc3F)CC[C@H]21	-2	-10	/	-3.1
CO[C@@H]1CN(C)C(=O)c2cc(NC(=O)c3ccccc3)ccc2OC[C@@H](C)NC[C@@H]1C	/	22	-29	-1.3
CC=Cc1ccc2n(c1=O)C[C@@H]1[C@@H](CO)[C@H](C(=O)NCc3ccc4c(c3)OCO4)[C@H]2N1C(=O)COC (mixture of isomers)	6	/	55	0.4
C[C@H](CO)N1C[C@H](C)[C@@H](CN(C)C)Oc2ccc(N(C)C)cc2C1=O	-1	13	0	1.2
O=C(CN1CCOCC1)N[C@@H]1CC[C@@H](CCNC(=O)Nc2cc(F)ccc2F)O[C@@H]1CO	/	-6	-30	0.4
O=C(CN1CCOCC1)NCC[C@@H]1CC[C@@H](NC(=O)Nc2ccccc2)[C@@H](CO)O1	-6	-2	0	0.0
CCC(=O)Nc1ccc2c(c1)C(=O)N(C)C[C@@H](OC)[C@H](C)CN(C(=O)c1cnccn1)[C@H](C)CO2	/	-13	11	0.6
C[C@H](CO)N1C[C@H](C)[C@@H](CN(C)C(=O)Nc2ccccc2)Oc2ccc(NC(=O)Cc3ccccc3)cc2CC1=O	13&-2	-29&-26	52&22	23
CO[C@H]1CN(C)C(=O)c2ccc(NC(C)=O)cc2OC[C@@H](C)N(C(=O)C2CCOCC2)C[C@H]1C	/	18	-20	-0.3
CNC[C@@H]1Oc2ccc(NC(=O)Cc3ccccc3)cc2CC(=O)N([C@@H](C)CO)C[C@H]1C	-3	4	3	-1.6
Cc1cccc(S(=O)(=O)N[C@@H]2CC[C@H](CCNC(=O)CCN3CCCCC3)O[C@@H]2CO)c1	-1	-7	7	2.5
C[C@@H]1CN([C@@H](C)CO)C(=O)c2ccccc2-c2ccccc2CO[C@@H]1CN(C)CC1CC1	-4	10	-20	1.6
CCCC(=O)Nc1ccc2c(c1)OC[C@H](C)N(Cc1ccc(-c3ccccn3)cc1)C[C@H](C)[C@H](OC)CN(C)C2=O	-2	?	12	3.2
C[C@@H]1CN([C@@H](C)CO)S(=O)(=O)c2ccc(C3=CCCC3)cc2O[C@H]1CN(C)CC1CC1	4	-28	93	-1.5
CCCN(C)C[C@@H]1Oc2cc(Br)ccc2S(=O)(=O)N([C@H](C)CO)C[C@@H]1C	2	-47	-23	0.5
CNC[C@H]1Oc2c(NS(=O)(=O)c3ccc(F)cc3)cccc2C(=O)N([C@@H](C)CO)C[C@H]1C	3	6	19	0.6
O=C(Cc1cccnc1)N1CC2(C1)[C@H](c1ccccc1)[C@@H](CO)N2C(=O)C1CCOCC1	-4	24	/	0.3
COc1ccc(CN(C)C[C@H]2Oc3ccc(NS(=O)(=O)c4ccc(Cl)cc4)cc3C(=O)N([C@@H](C)CO)C[C@H]2C)cc1	4	-1	50	0.3
Cc1noc(C)c1NC(=O)N(C)C[C@H]1Oc2c(NC(=O)C3CCOCC3)cccc2C(=O)N([C@H](C)CO)C[C@@H]1C	-2	9	-85	1.1
COCCNC(=O)C[C@H]1C[C@@H]2c3cc(NC(=O)Nc4ccccc4F)ccc3O[C@@H]2[C@H](CO)O1	-1	-4	-32	-1.4
O=C(NCC[C@@H]1CC[C@H](NC(=O)C2CCCCC2)[C@H](CO)O1)Nc1ccc(Cl)cc1	/	6	-3	-0.5
COc1ccccc1-c1ccc([C@@H]2[C@@H](CO)N3CCCCN(C(=O)c4cccnc4)C[C@H]23)cc1	-3	26	-41	-1.2
CCCNC(=O)N1[C@@H](CO)[C@@H]2c3ccccc3N(C(=O)Nc3ccc(F)cc3)C[C@@H]21	5	-14	37	1.2
C[C@H]1CN([C@@H](C)CO)S(=O)(=O)c2ccc(C#CC3CCCC3)cc2O[C@H]1CN(C)Cc1cncnc1	/	-11	/	-0.2
CC(C)NC(=O)N(C)C[C@@H]1Oc2cc(C#Cc3ccc(F)cc3)ccc2S(=O)(=O)N([C@@H](C)CO)C[C@@H]1C	11	-45	114*	1.1
CCCNC(=O)Nc1ccc2c(c1)C(=O)N(C)[C@@H]1CC[C@@H](CC(=O)NC3CCC3)O[C@H]1CO2	1	-9	23	-0.9
N#C[C@@H]1[C@@H](c2ccc(C#Cc3cccnc3)cc2)[C@@H](CO)N1C(=O)C1CCCC1	-8	-55	/	-0.9
COc1ccc(-c2ccccc2[C@@H]2[C@H](C#N)N(C(=O)c3cccnc3)[C@H]2CO)cc1	0	36	/	1.0
C[C@@H]1CCCCO[C@@H](CN(C)C(=O)CCC(F)(F)F)[C@H](C)CN([C@@H](C)CO)C(=O)c2cc(NC(=O)Cc3ccccc3)ccc2O1	4	/	-31	0.4
C[C@@H]1CN([C@@H](C)CO)C(=O)c2cc(C#CC3CCCCC3)cnc2O[C@H]1CN(C)S(C)(=O)=O	-8	-59	78	-1.2
CCCNC(=O)Nc1ccc2c(c1)C(=O)N(C)C[C@@H](OC)[C@@H](C)CN[C@H](C)CO2	/	10	59	-1.6
C[C@@H]1CN([C@H](C)CO)C(=O)Cc2cc(NC(=O)Nc3ccc(F)cc3)ccc2O[C@@H]1CN(C)Cc1ccncc1	8	4	29	/
C[C@@H]1CN([C@@H](C)CO)C(=O)c2cc(-c3cncnc3)cnc2O[C@H]1CN(C)C(=O)c1cccc(F)c1	-1	24	0	-0.4
CN(C)C(=O)c1cccc(-c2ccc3c(c2)[C@H]2[C@H](CCN2C(=O)C2CC2)[C@@H](CO)N3)c1	0	-94*	112*	6.4
CCCNC(=O)N1C[C@H](O)COC[C@@H]2O[C@@H](CC(=O)N3CCOCC3)CC[C@H]21	/	2	13	2.0
Cc1ccc(S(=O)(=O)Nc2cccc3c2O[C@@H](CN(C)S(=O)(=O)c2cccs2)[C@H](C)CN([C@@H](C)CO)C3=O)cc1	-2	-33	9	4.1

With a hit mark in Pf Dd2 inh (from the list above):
| Structure | C diff HTS | Pf Dd2 inh | KDM4C inh |
| --- | --- | --- | --- |
| CN(C)C(=O)c1cccc(-c2ccc3c(c2)[C@H]2[C@H](CCN2C(=O)C2CC2)[C@@H](CO)N3)c1 | 0 | -94* | 6.4 |

Following part
SMILES	C diff HTS	Pf Dd2 inh	Tcruzi prolif	KDM4C inh
Cc1noc(C)c1NC(=O)N(C)C[C@H]1Oc2ccc(NS(C)(=O)=O)cc2CC(=O)N([C@H](C)CO)C[C@H]1C	22	16	23	-0.2
O=C(C1CCC1)N1CC2(C1)[C@H](c1ccccc1)[C@@H](CO)N2Cc1ccc(Cl)cc1	1	-50	/	-2.4
COc1ccc(S(=O)(=O)Nc2ccc3c(c2)C(=O)N([C@@H](C)CO)C[C@@H](C)[C@H](CN(C)Cc2ccc(C(F)(F)F)cc2)OCCCC[C@@H](C)O3)cc1	15	-31	67	-3.8
CCCC(=O)Nc1ccc2c(c1)C(=O)N(C)[C@H]1CC[C@H](CC(=O)NCCc3ccccc3)O[C@H]1CO2	2	10	-3	0.5
C[C@H](CO)N1C[C@H](C)[C@@H](CN(C)C(=O)C2CCCCC2)Oc2cc(C3=CCCCC3)ccc2S1(=O)=O	-3	-26	113*	-1.9
CO[C@H]1CN(C)C(=O)c2cc(NC(=O)C3CCCCC3)ccc2OC[C@@H](C)N(C)C[C@H]1C	/	/	-6	-2.5
COC(=O)[C@H]1[C@H](CO)[C@H]2Cn3c(ccc(C4=CCCC4)c3=O)[C@H]2N1CC1CCOCC1	4	/	43	7.3
C[C@H]1CN([C@@H](C)CO)C(=O)Cc2cc(NC(=O)CCCCCC(=O)Nc3ccccc3N)ccc2O[C@@H]1CN(C)C(=O)Nc1ccccc1	4	-11	28	-5.2
O=C(CCN1CCCCC1)N[C@H]1CC[C@@H](CCNS(=O)(=O)c2ccc(F)cc2)O[C@H]1CO	2	32	-107	0.9
COc1cccc(-c2ccc3c(c2)O[C@H](CN(C)C(=O)c2ccccc2F)[C@@H](C)CN([C@@H](C)CO)S3(=O)=O)c1	-2	-69	/	-1.1
Cc1noc(C)c1S(=O)(=O)N(C)C[C@@H]1OCCCC[C@@H](C)Oc2ccc(NS(=O)(=O)c3ccc(Cl)cc3)cc2C(=O)N([C@H](C)CO)C[C@H]1C	-7	-57	103*	-2.6
COC(=O)C[C@@H]1C[C@@H]2c3cc(NS(=O)(=O)c4ccc(F)cc4)ccc3O[C@@H]2[C@H](CO)O1	-2	15	/	-2.7
CCC(=O)Nc1ccc2c(c1)OC[C@@H](C)N(Cc1ccccc1F)C[C@H](C)[C@@H](OC)CN(C)C2=O	-3	/	45	0.8
C[C@@H]1CN([C@@H](C)CO)C(=O)c2cc(NS(=O)(=O)c3ccccc3)ccc2O[C@@H](C)CCCCO[C@@H]1CN(C)Cc1ccncc1	1	-46	-30	0.1
C[C@H](CO)N1C[C@H](C)[C@@H](CN(C)C)OCCCC[C@H](C)Oc2ccc(NC(=O)CCC(F)(F)F)cc2C1=O	3	29	52	0.5

A second format for 3 compounds above.
Each structure is followed by: C diff HTS | Pf Dd2 inh | Tcruzi prolif | KDM4C inh
- COc1ccc(C[C@H]2CCc3cnnn3COC[C@@H](Cc3ccccc3)NC2=O)cc1
  -9 | / | / | -0.5
- Cc1ccc(S(=O)(=O)N(C)C[C@H]2Oc3c(NC(=O)Nc4ccccc4)cccc3C(=O)N([C@@H](C)CO)C[C@@H]2C)cc1
  -4 | -16 | 43 | -2.0
- O=C(C[C@@H]1CC[C@@H]2[C@H](COC[C@H](O)CN2C(=O)Cc2ccccc2)O1)NC1Cc2ccccc2C1
  0&-1 | 0 | 31 | 0.2

(further entries)
SMILES	C diff HTS	Pf Dd2 inh	Tcruzi prolif	KDM4C inh
CNC[C@H]1Oc2cc(C#CCC3CCCC3)ccc2S(=O)(=O)N([C@@H](C)CO)C[C@@H]1C	26	-66	?	-2.2
COCC(=O)N1[C@H](C#N)[C@@H](c2ccccc2-c2cccc(C)c2)[C@@H]1CO	-5	21	/	-0.7
CCC(=O)N1CC(=O)N2[C@H](C1)[C@@H](c1ccc(C#Cc3cccnc3)cc1)[C@@H]2CO	-9	22	/	-0.2
CC(C)NC(=O)N(C)C[C@H]1Oc2ccc(NC(=O)Nc3ccc4c(c3)OCO4)cc2C(=O)N([C@H](C)CO)C[C@H]1C	/	8	13	0.7
O=C(Nc1ccccc1F)N1CCCCN2[C@H](CO)[C@H](c3ccc(C4=CCCC4)cc3)[C@H]2C1	17	-33	103*	-0.6
C[C@H](CO)N1C[C@H](C)[C@H](CN(C)S(=O)(=O)c2cn(C)cn2)OCc2cnnn2CCCC1=O	/	7	18	/

High-throughput results: PubChem BioAssay, Broad Institute

An unsorted share of the library; overall some 6.7% were active at least once.
